mcGAS RapidFire – blocks mouse cGAS cGAMP production; Q8C6L5; actives 0.18% (n = 130,000); inhibition, % at 12.5 µM; recombinant mouse cGAS, cGAMP by RapidFire MS;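 active means inhibition of cGAS enzyme activity at or above 60%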;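 further: enzyme stimulated by 45 bp dsDNA with ATP and GTP substrates; cGAMP share of summed cGAMP plus half ATP and half GTP signals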
Target sequence (Q8C6L5 whole entry, looked up): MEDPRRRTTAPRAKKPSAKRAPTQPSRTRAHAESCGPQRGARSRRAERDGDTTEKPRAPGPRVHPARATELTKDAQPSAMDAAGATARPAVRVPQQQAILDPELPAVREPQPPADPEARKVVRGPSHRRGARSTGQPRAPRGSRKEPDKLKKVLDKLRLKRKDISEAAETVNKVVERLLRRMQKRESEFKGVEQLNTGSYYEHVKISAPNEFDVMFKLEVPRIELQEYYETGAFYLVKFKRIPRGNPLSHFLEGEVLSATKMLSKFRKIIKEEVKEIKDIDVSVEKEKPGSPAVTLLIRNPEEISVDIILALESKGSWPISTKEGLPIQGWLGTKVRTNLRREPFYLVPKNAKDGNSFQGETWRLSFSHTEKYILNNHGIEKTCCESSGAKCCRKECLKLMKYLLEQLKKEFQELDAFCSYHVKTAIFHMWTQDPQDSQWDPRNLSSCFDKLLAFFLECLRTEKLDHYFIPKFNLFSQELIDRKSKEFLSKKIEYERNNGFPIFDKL
Active calls of the source: *; & = joins results of further samples. An excerpt. The share of hits here may be higher or lower than overall.

mcGAS RapidFire,compound
-12,O=C(Nc1ccc(Cl)cn1)c1ccc(C2SCCCS2)cc1
12,COc1ccc2c(c1)CCCN2C(=O)C1CCN(S(=O)(=O)c2c(C)c(C)cc(C)c2C)CC1
8,O=C(CSc1ccc(NC(=O)C2CC2)nn1)OCc1ccccc1
-18,CCN(C(=O)c1cc2c(=O)n3ccccc3nc2n1C)C1CCCCC1
-20,CCC(C)N(Cc1cccnc1)Cc1cn[nH]c1-c1ccc(F)cc1 (configuration not stated)
-10,CN(Cc1ccccc1)c1ncccc1CNC(=O)C1(O)CCCCC1
-5,Fc1ccc(Nc2nc(NCCCn3ccnc3)nc3[nH]ncc23)cc1
-20,Cc1nc(CN2CCCC(O)(CN(C)C)CC2)sc1C (configuration not stated)
0,COCCC1CN(Cc2cc3ccc(C)cc3[nH]c2=O)CCO1 (configuration not stated)
-22,O=C(CCc1nc2ccccc2[nH]c1=O)OCc1ccc(S(=O)(=O)c2ccccc2)cc1
1,O=C1CCCN1c1ccc(Cl)c(NS(=O)(=O)c2cccs2)c1
-9,CC1CCCN(C(=O)/C(=C/c2cccc(F)c2)NC(=O)c2ccccc2Br)C1 (configuration not stated)
-10,COc1ccc(CCN(C)C2CCCN(S(=O)(=O)c3cccnc3)C2)cc1OC (configuration not stated)
0,Cc1nc(C(C)(C)C)nc2sc(C(=O)O)c(C)c12
-11,O=C(NCC1CCN(Cc2ccsc2)CC1)c1ccccc1C(F)(F)F
-3,CCc1ccc(S(=O)(=O)N2CCCC(N(C)CCCN(C)C)C2)cc1 (configuration not stated)
2,CCCNC(=O)CSc1ccccc1C#N
-1,Cc1cccc(CNC(=O)c2sc(=O)n(CCc3ccccc3)c2C)c1
-7,CC(CS(C)(=O)=O)N(C(=O)C1CCN(C2CCCCC2)C1)C1CC1 (configuration not stated)
-3,CCc1cc2c(SCC(=O)c3cc(C)n(C)c3C)ncnc2s1

Gathered by group, those above containing a thiophene ring, fused or not.
mcGAS RapidFire,compound
1,O=C1CCCN1c1ccc(Cl)c(NS(=O)(=O)c2cccs2)c1
0,Cc1nc(C(C)(C)C)nc2sc(C(=O)O)c(C)c12
-11,O=C(NCC1CCN(Cc2ccsc2)CC1)c1ccccc1C(F)(F)F
-3,CCc1cc2c(SCC(=O)c3cc(C)n(C)c3C)ncnc2s1

New compounds follow
mcGAS RapidFire,compound
-6,c1cncc(Cc2nnc3n2CCN(Cc2cc4n(n2)CCCNC4)CC3)c1
-10,CCN(C(=O)c1cc2c(=O)n3cccc(C)c3nc2n1C)C1CCCCC1
-3,COc1cc(S(=O)(=O)N2CCCCC2)c(OC)cc1Cl
-12,Cn1c(=O)[nH]c(=O)c2c1nc1n(-c3ccccc3)c(-c3ccccc3)cn21
-9,Cc1cccc(CN(Cc2ccccc2)C(=O)c2nnc(C)o2)n1
0,Fc1ccc(-c2nc(-c3ccc(Br)o3)no2)cc1
-5,COc1cc(C2NC(=O)N(C)C(C)=C2C(=O)OCCC(C)C)cc(Cl)c1O (configuration not stated)
4,COc1cccc2cc(-c3csc(Nc4cccc(F)c4)n3)c(=O)oc12
-3,COC(=O)c1cc(C=C2N=C(c3ccccc3Cl)OC2=O)oc1C
-5,Cc1nn(Cc2ccc(F)cc2)c(=O)c2c1cnn2-c1ccc(F)cc1
-8,CCN(CC)CCn1c(=N)n(CC(O)c2ccco2)c2ccccc21 (configuration not stated)
1,Nc1c(Br)c(=O)n(CC(=O)Nc2cccc(Cl)c2)c(=O)n1Cc1ccccc1
-2,CC(CNC(=O)N1CCC2CCC(C1)N2C(C)C)CN1CCCC1 (configuration not stated)
-14,Cc1sc2ncc(C(=O)N3CCC4(CN(C)C(=O)O4)C3)c(=O)n2c1C (configuration not stated)
-6,CCOC(=O)N1CCc2c(sc(NC(=O)CC)c2-c2nc3ccccc3s2)C1
-2,CC(=O)CC(=O)Nc1ccc(Cl)cc1[N+](=O)[O-]
-3,Cc1c(C)n2c3c(=O)n(CCN4CCOCC4)c(=O)n(C)c3nc2n1-c1cccc(Cl)c1
0,CNC(=O)C(C)NC(=O)CN(C)C(=O)OC (configuration not stated)
-5,Fc1ccc(-c2cc(CNc3nccc(C4CCCC4)n3)no2)cc1
-6,CCOc1cc(C=C2N=C(c3cccc(F)c3)OC2=O)cc(Br)c1OC

Shown comma-delimited: entries from further up.
mol,mcGAS RapidFire
Cn1c(=O)[nH]c(=O)c2c1nc1n(-c3ccccc3)c(-c3ccccc3)cn21,-12
Cc1cccc(CN(Cc2ccccc2)C(=O)c2nnc(C)o2)n1,-9
Fc1ccc(-c2nc(-c3ccc(Br)o3)no2)cc1,0
COc1cc(C2NC(=O)N(C)C(C)=C2C(=O)OCCC(C)C)cc(Cl)c1O (configuration not stated),-5
COc1cccc2cc(-c3csc(Nc4cccc(F)c4)n3)c(=O)oc12,4

Further structures.
mcGAS RapidFire,compound
-20,CN1CC2(CCN(C(=O)C3CCN(Cc4ccco4)CC3)C2)OC1=O (configuration not stated)
-5,Nc1cccc(-c2n[nH]c(Cn3cncn3)n2)c1
3,Cc1ccc(-c2nnc3c4ccccc4[nH]c(=O)n3c2=O)cc1
-2,Cc1ccc(S(=O)(=O)N2CCN(C(=O)CN3C(=O)NC4(CCCCCC4)C3=O)CC2)c(C)c1
-55,CN(CC(=O)N(CCCO)Cc1ccccc1)C(=O)OC(C)(C)C
-7,Cc1c(C(=O)NCc2cccc(C(F)(F)F)c2)sc(=O)n1CC(=O)N(C)C
-7,Cc1cc(C(=O)NCc2cccnc2N2CCCC(O)C2)c(C)o1 (configuration not stated)
-6,Nc1nccnc1C(=O)OCc1cc(F)cc2c1OCOC2
-18,CNc1ccnc(N2CCN(Cc3cnc(C(C)C)nc3)CC2)n1
0,Cc1nn(-c2ccc(Cl)nn2)c2c1C(c1cccc(O)c1)CC(=O)N2 (configuration not stated)
5,CC1c2[nH]c3ccccc3c2CCN1Cc1nc2c(cnn2C)c(=O)[nH]1 (configuration not stated)
-10,CC(=O)N1N=C(c2ccccc2Cl)OC1C(=O)N1CCC[C@H]1CN1CCCC1 (some centres not stated)
-2,CCN1CCCCC1C(=O)NOCc1ccc(C(F)(F)F)cc1 (configuration not stated)
-3,O=C(/C=C/c1cccs1)N1CCCC(CCC(=O)N2CCN(Cc3ccccc3)CC2)C1 (configuration not stated)
-11,CCN1C(=O)C2(CCCCC2)NC1C1=Cc2ccccc2OC1 (configuration not stated)
5,COCCN(Cc1ccco1)C(=O)CNc1ccccc1Cl
3,Cc1ccc(C(=O)CCC(=O)Nc2ccc(N(C)C)nc2)s1
-10,CCCC(=O)C1=C(c2cccc([N+](=O)[O-])c2)N(C(=O)CCC)n2c(C)nnc2S1
-16,Cc1cccnc1CN(C)C(=O)c1cccc(C#CC(C)(C)O)c1
-7,CCS(=O)(=O)C(=S=O)c1c(C)cc(C)cc1C
-5,O=C(CCn1ncc2ncccc2c1=O)Nc1cccc(F)c1
-2,Cn1ccnc1Sc1ccc(NC(=O)C2CC(c3ccc(Cl)s3)=NO2)cc1 (configuration not stated)
-1,CCCCN(C(=O)c1csc(-c2ccc(Cl)s2)n1)C1CCS(=O)(=O)C1 (configuration not stated)
-3,Cc1cccc2sc(N(CCN3CCOCC3)C(=O)c3nc4ccccc4s3)nc12
8,N#CCCN(CCC#N)c1nc2ccc([N+](=O)[O-])cc2s1
-4,O=C1CCc2cc(NS(=O)(=O)c3ccc([N+](=O)[O-])cc3)cc3c2N1CC3
1,O=C(Cc1csc(N2CCCC2=O)n1)Nc1cccc(Cl)c1
-9,CC(C)OC(=O)N1CCC(Nc2cncc(Cl)n2)CC1
-3,CCc1ccc(C(=O)Nc2ccc(Cn3ccnc3C)cc2)o1
-2,Cc1ccc(-n2nnnc2Sc2ccc(C#N)cn2)cc1C
-2,CN(C(=O)c1ccc(N2CC=CC2)cc1)c1ccc(F)c(F)c1
-4,Cc1noc(C)c1S(=O)(=O)NC(=O)/C=C/c1cccc(C#N)c1
-7,CCN(CC)C(=O)Cc1ccc(NS(=O)(=O)c2cccs2)cc1
-10&3,NC[C@H]1O[C@H](O[C@H]2C(O[C@@H]3O[C@H](CO)[C@@H](O)[C@H]3O)[C@@H](O)[C@H](N)C[C@@H]2N)[C@H](N)[C@@H](O)[C@@H]1O (some centres not stated)
-7,COc1cc(C(=O)N2CCC3(CC2)NCCNC3=O)c2ccccc2n1
-5,CCSC1CCCCN(c2nc(C3CC3)no2)C1 (configuration not stated)
-9,CN(C)S(=O)(=O)c1ccc(C(=O)N2CCN=C2SCc2cccc(C(F)(F)F)c2)cc1
-3,O=C1CCC(=O)N1CN1CCN(CN2C(=O)CCC2=O)CC1
-7,O=S(=O)(Nc1ccc(OCC(F)(F)F)nc1)c1ccc2c(c1)OCCO2
-10,CC1C(=O)N(CN2CCCN(Cc3ccc(C#N)cc3)CC2)C(=O)N1c1ccccc1 (configuration not stated)
-11,CCOC(=O)C1(CCCc2ccccc2)CCN(C(=O)c2cc(C)nc(C)n2)CC1
-5,CN(C)C(=O)C1CCN(Cc2cc(F)cc3c2OC(c2ccsc2)OC3)CC1 (configuration not stated)
-4,Cc1nc(NC(=O)NC2CCN(C3CCOC3)CC2)sc1C (configuration not stated)
-18,Cc1ccc(-c2cc(CC#N)no2)cc1
-1,Cc1cc(-c2cc(NCCO)nc3[nH]ccc23)nc(N2CCCCC2)n1
-6,COC(=O)/C=C/C(=O)OC
1,Cc1ccc2c(c1)C(=O)N(C(C)C(=O)C(C#N)c1ccccn1)C2=O (configuration not stated)
-11,CCCCn1c(N2CCNCC2)nc2c1c(=O)[nH]c(=O)n2C
33,O=c1[nH]c2cc3c(cc2cc1CN1CCC(F)(F)C1)CCC3
-2,O=C1CCc2cc(C(=O)c3cc4cc5c(cc4o3)OCO5)ccc2N1
-4,O=C(C1CCN(S(=O)(=O)c2ccc(F)cc2)CC1)N1CCCCCC1
-9,O=C(CC1CSc2nc3c(c(=O)n21)CCC3)N1CCN(c2ccccc2)CC1 (configuration not stated)
0,CCOCCn1c(=O)c2c(nc3n2CC(C)CN3c2ccccc2C)n(C)c1=O (configuration not stated)
-6,O=C1NCC2(CCN(Cc3c(C(=O)N4CCCC4)nc4ccccn34)CC2)O1
-34,CCC1CN(Cc2csc(C(=O)OC)c2)CCN1C(C)C (configuration not stated)
-5,Cc1ccc(C)c(COC(=O)C2COc3ccccc3O2)c1 (configuration not stated)
-4,O=C(c1ccc2oc(Cc3ccccc3)nc2c1)N(CCO)Cc1ccccc1
-9,C[C@@H](C(=O)OCC(N)=O)N1C(=O)C2CC=CCC2C1=O (some centres not stated)
-4,CC(c1cc(F)ccc1F)N(C)CC(=O)N1CCc2ccccc21 (configuration not stated)
-3,Cc1ccc(NC(=O)C2(C)CCN2CC2CCOC2)cc1O (configuration not stated)

Later entries.
mcGAS RapidFire,compound
4,CC(C)C(=O)Nc1ccc(SCC(=O)N2CCCCCC2)nn1
-15,CC(=O)NCC1CCCN(Cc2cccc(Cn3cccn3)c2)C1 (configuration not stated)
-10,O=C(NCC(c1cccs1)N1CCOCC1)c1cc2ccccc2cc1NC(=O)C1CC1 (configuration not stated)
-13,COCC(=O)N1CCC2(CC1)CN(Cc1cc3ccccc3o1)CCN2C
-35,C=CCn1c(P(=O)(O)c2ccccc2)nc2ccccc21
-8,COC(=O)C1=C(C)N(C2CCS(=O)(=O)C2)C(=O)NC1c1ccc(F)cc1 (configuration not stated)
-2,COc1ccc(C2=NOC(CNCc3cccc(F)c3)C2)cc1 (configuration not stated)
7,CC1=C(C(=O)OC(C)C)C(c2ccccc2)NC(=S)N1C (configuration not stated)
-14,Cc1cccc(N2C(=O)CSC2c2ccccn2)c1 (configuration not stated)
-4,O=C(C1CCCCC1)N(CCN1CCOCC1)c1nc2c(F)cccc2s1
0,CCCC1CCN(C(=O)c2cc(S(=O)(=O)NC(C)(C)C)ccc2C)C1 (configuration not stated)
-6,O=C(NC1CCN(C(=O)NCC(F)(F)F)CC1)c1ccc(F)cc1
-4,Cc1cc(-n2nc(C)nc2-c2ccc(C3CCCN3)s2)ccn1 (configuration not stated)
1&12,O=C(OC1CCCCC1=O)c1ncc(Cl)c(Cl)c1Cl (configuration not stated)
-3,Cc1ccc(-n2ncc3c(=O)n(NC(=O)/C=C/c4ccccc4)cnc32)cc1
-5,O=S(=O)(NCc1ccco1)c1cc(Cl)ccc1Cl
5,O=c1/c(=C/c2ccc(-c3ccccc3[N+](=O)[O-])o2)sc2nc(C3COc4ccccc4O3)nn12 (configuration not stated)
3,N#CCCN(/N=C\c1ccccc1)C(N)=S
13,Cc1nc(CN2CCN(c3nc(C(F)F)nc4ccccc34)CC2)no1
-9,COc1ccc(C)cc1NC(=O)c1cc(Cl)c2c(c1)OCO2
2,CCCC(C)NC(=O)NCCc1cc(OC)c(OC)cc1Br (configuration not stated)
-4,C#CCN(CC(=O)NC(C)(C#N)C1CC1)Cc1cccc(C)n1 (configuration not stated)
-6,Cc1cc(C)c(OCC(=O)Nc2ccc(NC(=O)c3ccco3)c(C)c2)c(Cl)c1
-4,CCOc1ccccc1CNc1nc2nc(C)c(Cl)c(=O)n2[nH]1
-12,Cn1c(C(=O)NCC2CCOC2)cc(Cl)c1Cl (configuration not stated)
-17,CCn1c(C)nnc1SCCNC(=O)c1cnn2c1CCCC2
-13,CCN(Cc1noc(C)n1)C(=O)C1(COC)CCC1
-7,CCOc1ccc(-c2cn(-c3ccc(Br)cc3)c(=S)[nH]2)cc1
-14,CC1CN(C(=O)COc2ccc(C(=O)c3ccccc3)cc2)CC(C)O1 (configuration not stated)
-9,CC(NC(=O)c1cc(N)ccc1N(C)C)c1ccccc1 (configuration not stated)
-18,C(=NCC12CC3CC(CC(C3)C1)C2)c1ccc2c(c1)OCCO2
-6,O=C(CSc1nnc(Cc2cccs2)n1C1CCCCC1)c1cccs1

A few values from the entries so far:
CCOc1ccccc1CNc1nc2nc(C)c(Cl)c(=O)n2[nH]1 – mcGAS RapidFire = -4
C#CCN(CC(=O)NC(C)(C#N)C1CC1)Cc1cccc(C)n1 (configuration not stated) – mcGAS RapidFire = -4
C(=NCC12CC3CC(CC(C3)C1)C2)c1ccc2c(c1)OCCO2 – mcGAS RapidFire = -18
CC1CN(C(=O)COc2ccc(C(=O)c3ccccc3)cc2)CC(C)O1 (configuration not stated) – mcGAS RapidFire = -14
CCn1c(C)nnc1SCCNC(=O)c1cnn2c1CCCC2 – mcGAS RapidFire = -17
